Screening results as filed in PubChem.
NOD1 inhibition: NOD1 signaling inhibitors, primary screen, cell-based, luminescence, uHTS (AID 1578); 1% of 290,000 active; NOD1-driven NF-kB luciferase reporter cells, luminescence; higher % means a stronger effect; one-dose inhibition, % at 4 µM; EC50 in µM for titrated hits; in the data active = inhibition mostly above about 36%, no sharp cut-off; inactive = mostly below about 34%;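 note: HEK-293T reporter cells stimulated with the NOD1 agonist gamma-tri-DAP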
KOR beta-arrestin-1: KOR antagonists, beta-arrestin recruitment, cell-based, luminescence, uHTS (AID 1778). 0.091% of 290,000 active. one-dose inhibition, % at 10 µM; IC50 in µM for titrated hits. KOR beta-arrestin recruitment, luminescence, antagonist mode; higher % means a stronger effect; note: strong numbers were not always called active
GPR55 beta-arrestin: GPR55 agonists via beta-arrestin recruitment, primary screen, imaging, U2OS cells, beta-arrestin-GFP redistribution (AID 1961); U2OS GPR55 beta-arrestin-GFP redistribution imaging; higher % means a stronger effect; 0.048% of 290,000 active; activation, % at 10 µM, or EC50 in µM where a hit was titrated;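 active = activation above 40% with more than 50 cells counted in the well; inconclusive = wells holding fewer than 50 cells, flagged as toxic or sparse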;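 note: U2OS osteosarcoma cells stably expressing GPR55 and beta-arrestin-GFP; plate controls were DMSO negative control for no effect and LPI positive control for full effect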
GPR35 arrestin U2OS: inhibition of zaprinast-stimulated GPR35 beta-arrestin translocation – imaging, U2OS, beta-arrestin-GFP, zaprinast agonist, primary screen (AID 2058); inhibition, % at 10 µM; hits with a dose series show IC50 in µM; U2OS GPR35 beta-arrestin-GFP translocation imaging, zaprinast antagonism; higher % means a stronger effect; 0.052% of 290,000 active;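 active = inhibition of at least 50% with at least 30 cells and total cytoplasm GFP at most 10,000,000; inconclusive = under 30 cells or total GFP of 10,000,000 plus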
KOR beta-arrestin-2: kappa opioid receptor activators – cell-based, luminescence, uHTS, primary screen (AID 1777) | activation, % at 10 µM, or EC50 in µM where a hit was titrated | KOR beta-arrestin recruitment, luminescence; higher % means a stronger effect | 0.02% of 280,000 active; in the data active = activation above about 50%, passing the limit was not always enough; note: a part of the inactive calls stands beside numbers as strong as those of hits
HIV peptide binding: inhibitors of HIV fusion peptide binding, primary screen, biochemical, uHTS, fluorescence dequenching (AID 1986). cell-free peptide binding, fluorescence dequenching, 30 min; higher % means a stronger effect. one-dose inhibition, % at 20 µM; IC50 in µM for titrated hits. 0.3% of 290,000 active; in the data active = inhibition mostly above about 52%, no sharp cut-off; inactive = mostly below about 76%; note: some results filed as inactive read as strong as hits
Myeloid diff 2: myeloid differentiation induction; ER-HoxA9 myeloid progenitors, lysozyme-GFP differentiation, flow cytometry; calls only at 10 µM; 1% of 360,000 active; AID 624256;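 active = normalized GFP-positive differentiation at or above the plate's own cutoff, the solvent-only control mean plus 3 SD; inconclusive = no clear call, values can overlap the other calls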;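 note: cells exposed to compound for four days before flow analysis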
GPR55 LPI antagonism: inhibition of LPI-stimulated GPR55 beta-arrestin translocation – imaging, U2OS, beta-arrestin-GFP, LPI agonist, primary screen (AID 2013) | U2OS GPR55 beta-arrestin-GFP translocation imaging, LPI antagonism; higher % means a stronger effect | inhibition, % at 10 µM; hits with a dose series show IC50 in µM | 0.13% of 290,000 active;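 active = spots per cell inhibited over 60%, with over 100 cells counted and total cytoplasm intensity under 500,000; inconclusive = wells with under 100 cells, flagged as likely toxic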;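 note: U2OS cells stably carrying GPR55 and arrestin-GFP stimulated by 5 µM LPI near EC80; imaged beta-arrestin-GFP aggregate spots per cell after agonist stimulation; plate controls were LPI-stimulated DMSO wells for no effect and DMSO wells without LPI for full effect; some results filed as inactive read as strong as hits; confirmed hits need IC50 under 10 µM and bright autofluorescent wells are also inconclusive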
HEK293 NOD2/NF-kB: inhibition of NOD2-driven NF-kB reporter – cell-based, luminescence, uHTS, HEK293 (AID 1566); HEK293 NOD2/NF-kB luciferase reporter, luminescence; higher % means a stronger effect; inhibition, % at 4 µM; hits with a dose series show EC50 in µM; 0.63% of 290,000 active; note: many of its hits are not listed in these tables
Myeloid diff 2 GFP+ MAC1+ %: second read-out of Myeloid diff 2, no call of its own (marks repeat the call); GFP+ MAC1+ double positive, %; measured here: differentiation confirmed by MAC1 staining
* hit, by the source's call; i = inactive; ? = inconclusive; . = no result given; [ ] = another dose, or the depositor's remark. Cut-off read from the data, not from the text of the source, unless noted: active = inhibition above about 50%; inactive = the rest. These rows are one share of the data; the hit share may differ from the screen's.

SMILES	NOD1 inhibition	KOR beta-arrestin-1	GPR55 beta-arrestin	GPR35 arrestin U2OS	KOR beta-arrestin-2	HIV peptide binding	Myeloid diff 2	Myeloid diff 2 GFP+ MAC1+ %	GPR55 LPI antagonism	HEK293 NOD2/NF-kB
O=c1c(-c2cccc(Cl)c2)c[nH]n1-c1ccccc1	3.1%	-28.4%	0.0%	-7.5%	2.0%	2.0%	i	0.6	1.0%	-30.1%
COC(=O)CNC(=O)COC(=O)/C=C/c1ccc2ccccc2n1	2.7%	-23.3%	0.0%	-12.4%	5.0%	-1.2%	i	0.3	0.8%	19.5%
CCCC(=O)Nc1nc2c(C)c(Cl)ccc2s1	-12.0%	-17.6%	-0.1%	3.0%	1.0%	-2.0%	i	0.6	4.4%	-5.2%
CSCCC(NC(=O)c1ccc(Cl)cc1)C(=O)OCC(C)=O (centres undefined)	-13.3%	-24.9%	-0.1%	9.9%	9.0%	-1.5%	i	0.8	1.7%	13.2%
CCN(C(=O)CSc1nncs1)c1c(N)n(Cc2ccccc2)c(=O)[nH]c1=O	4.6%	-10.5%	-0.3%	13.2%	-5.7%	-1.8%	?	.	10.2%	16.5%
COc1ccc(CCNC(=O)COC(=O)COc2ccc(C#N)cc2)cc1	-23.3%	2.5%	-0.4%	2.8%	-2.0%	-1.4%	.	.	5.8%	10.2%
COc1ccc(C(O)(C2CCCCC2)C(CN2CCOCC2)c2ccccc2)cc1 (centres undefined)	16.2%	-12.1%	-0.1%	-3.0%	2.7%	1.2%	i	0.3	17.1%	1.3%
CN(C(=S)Nc1ccccc1)c1ccccc1	-31.1%	-8.5%	0.1%	-0.3%	-3.2%	1.6%	i	0.4	10.4%	1.4%
COc1cccc(NC(=O)CSc2nn3c(=O)c(C)nnc3s2)c1	-17.0%	-9.4%	-0.1%	-0.1%	-0.1%	-0.3%	i	0.6	4.7%	-10.3%
CCC(c1nnnn1C(C)(C)C)N1CCN(C(=O)c2ccco2)CC1 (centres undefined)	-28.2%	-53.8%	0.2%	-5.9%	-1.2%	0.9%	i	0.0	-0.4%	-4.3%
COc1ccccc1NC(=O)c1nn(-c2ccc(OC(F)(F)F)cc2)ccc1=O	-16.8%	34.4%	0.2%	12.6%	-4.2%	-0.7%	i	0.7	11.7%	20.8%
CC(=O)N1CCC(N2CCN(c3ccccc3F)CC2)CC1	-0.4%	25.4%	-0.1%	-6.9%	-7.7%	-1.4%	i	5.9	28.7%	3.0%
CC(=O)c1sc(NC(=O)COc2ccc(Cl)cc2C)nc1C	-3.5%	18.1%	-0.3%	-11.9%	2.4%	-1.1%	i	0.5	-3.9%	1.3%
COc1ccc(/C=N/Nc2ncnc3c2[nH]c2ccccc23)c(OC)c1OC	-38.0%	.	-0.4%	-5.7%	6.3%	-2.6%	i	1.9	6.8%	-2.3%
Nc1cc(N)nc(SCCc2ccccc2)n1	-27.8%	-17.0%[20 µM]	0.5%	2.6%	-0.7%	0.4%	i	0.6	-10.5%	2.7%
O=C1Nc2ccccc2/C1=C/c1ccccc1F	-11.6%	-17.5%	0.2%	3.0%	3.2%	2.2%	i	0.6	-1.2%	4.4%
Fc1ccc(N2CCN(Cc3cn[nH]c3-c3ccccc3)CC2)cc1	-4.2%	.	-0.2%	9.4%	9.4%	-1.8%	i	0.4	6.0%	-10.3%
O=C(NC1CCCCC1)c1nn2c(C(F)(F)F)cc(-c3ccco3)nc2c1Br	14.0%	13.6%	0.2%	-3.7%	-2.1%	-2.5%	i	0.2	10.2%	21.5%
Cc1nnc(N/N=C/C2CC=CCC2)[nH]c1=O (centres undefined)	-29.2%	-18.2%	-0.1%	13.9%	-0.4%	-0.6%	i	0.3	6.6%	12.2%
C=C(C)CC(Nc1ccc(OC)cc1)c1ccco1 (centres undefined)	-6.0%	-12.8%[20 µM]	-0.1%	14.8%	.	-1.6%	i	0.2	9.7%	10.9%
Cc1c([N+](=O)[O-])c(C(=O)NC2CCCC2)nn1C	3.5%	-16.7%	0.0%	-8.8%	-4.3%	0.8%	i	4.4	-5.1%	11.3%
COc1cc(NC(=O)CCCn2c(=S)[nH]c3ccccc3c2=O)cc(OC)c1OC	-25.5%	-7.4%	0.1%	-5.9%	-1.0%	1.9%	i	0.2	8.9%	20.9%
O=S(=O)(O)c1cccc(N=Nc2c(O)ccc3ccccc23)c1	-7.7%	9.4%	1.9%	9.5%	4.7%	10.9%	i	0.3	3.6%	6.5%
CCC(=O)Nc1nc2ccc3nc(C)sc3c2s1	2.6%	-15.9%	1.3%	-16.9%	-0.4%	0.1%	i	4.4	-1.1%	-119.9%
COc1cc(/C=C(\C#N)C(=O)NC(C)C)ccc1OCc1ccc(C(=O)O)cc1	-7.7%	5.5%	-0.2%	-0.3%	0.9%	4.3%	i	0.9	3.0%	14.0%

The list continues:
SMILES	NOD1 inhibition	KOR beta-arrestin-1	GPR55 beta-arrestin	GPR35 arrestin U2OS	KOR beta-arrestin-2	HIV peptide binding	Myeloid diff 2	Myeloid diff 2 GFP+ MAC1+ %	GPR55 LPI antagonism	HEK293 NOD2/NF-kB
CC1CC(C)CN(S(=O)(=O)c2ccc3c(c2)CCN3C(=O)CCC(=O)O)C1 (centres undefined)	6.2%	-24.7%	-0.2%	13.1%	0.1%	0.3%	i	1.3	-7.0%	1.8%
Cc1cc(Cl)ccc1OCc1cn2cccnc2n1	-58.2%	21.9%	0.2%	-8.4%	-5.3%	-1.8%	i	0.2	-7.6%	-83.2%
COc1ccc(CNC(=O)CN(Cc2ccc(F)cc2)C(=O)c2csnn2)cc1	-24.5%	8.2%[20 µM]	-0.1%	10.3%	-5.9%	-0.3%	i	0.3	0.9%	2.9%
CCOC(=O)c1c(C)[nH]c(C(=O)Nc2ccc3c(c2)OCO3)c1C	-96.0%	-8.7%	0.3%	1.6%	1.9%	-3.7%	.	.	11.1%	-90.7%
COC(=O)C1C(c2ccc(N(C)C)cc2)C(C(=O)OC)S(=O)(=O)CS1(=O)=O (centres undefined)	-40.8%	-39.1%	-0.1%	-2.4%	-2.5%	-0.9%	i	0.2	2.7%	-5.0%
N#Cc1ccccc1CSc1ccccn1	-13.8%	27.5%	0.4%	1.8%	-2.1%	-1.0%	i	6.3	10.2%	11.8%
O=C1NC(=O)c2c(NC(=O)C3CCCO3)cccc21 (centres undefined)	-19.7%	-55.2%	-0.1%	12.6%	4.3%	0.2%	i	3.0	-14.7%	-12.2%
O=C1CC(c2ccc(F)cc2)C(n2cncn2)C(O)=C1C1NCCc2ccccc21 (centres undefined)	-26.2%	-9.7%	0.6%	4.4%	2.9%	-1.5%	i	1.1	8.9%	-3.8%
Cc1ccc(N(C(=O)C2CCC(=O)N2)C2(C(=O)NC3CCCCC3)CCCCC2)cc1 (centres undefined)	14.9%	-0.4%	0.3%	-20.9%	7.2%	0.4%	i	0.1	13.3%	16.7%
CCCCc1nnc(NC(=O)CSc2nc(O)c(-c3ccccc3)c(=O)[nH]2)s1	12.1%	-7.7%	0.0%	12.8%	5.7%	0.8%	i	0.1	-12.4%	22.2%
COc1ccc(CCC(C)Nc2cccc(F)c2)cc1 (centres undefined)	.	-40.1%	-0.2%	10.8%	0.6%	-6.0%	i	6.8	-0.6%	-6.5%
Cc1ccc(C)c(NC(=O)CSc2nnc(NC(=O)C3CC3)s2)c1	-7.8%	17.0%	-0.2%	10.7%	-3.7%	-0.8%	i	2.5	3.7%	0.8%
COc1ccc(C(=O)NC(=S)N2CCC(C)CC2)cc1Br	5.5%	10.0%	0.0%	12.6%	-4.9%	-2.3%	i	0.5	13.0%	-35.4%
CC(=O)Nc1cc(C(=O)OCc2cccc([N+](=O)[O-])c2)ccc1C	-31.1%	39.3%	-0.2%	10.1%	-5.9%	-1.1%	i	0.0	14.0%	19.6%
Cc1ccc(OCc2cc(C(=O)Nc3ccccc3)oc2C)cc1	-40.5%	-35.7%	-0.1%	10.4%	18.7%	-0.3%	i	0.5	9.0%	-39.4%
COc1ccc(/C=N/NS(=O)(=O)c2ccc(C)cc2)cc1	-13.1%	-14.3%	-0.2%	6.0%	0.7%	-2.3%	i	0.6	5.7%	-2.6%
COc1ccc(S(=O)(=O)/N=C2/NC(=O)/C(=C/c3ccco3)S2)cc1	-6.5%	.	-0.4%	-7.1%	-1.2%	70.3%	i	0.4	-0.1%	13.1%
O=C(Nc1ccc(F)cc1)C1COc2ccccc2O1 (centres undefined)	-15.3%	34.7%	-0.2%	2.8%	-3.5%	-0.8%	i	0.2	12.2%	-4.8%
CCc1ccc(N(CC(=O)Nc2ccc(NC(C)=O)cc2)S(=O)(=O)c2ccccc2)cc1	37.0%	-11.9%	-0.5%	-4.2%	-0.7%	-4.6%	i	1.7	6.2%	-38.2%
Cn1cccc1CC(=O)N/N=C/c1ccc(Cl)c([N+](=O)[O-])c1	3.0%	23.2%	-0.2%	-0.6%	-1.8%	2.9%	i	0.2	-8.7%	12.3%
CCN(CC)C(=O)Oc1cc(=O)n2c3c(cccc13)CCC2	-16.7%	5.9%	-0.2%	-3.6%	-2.0%	-1.5%	i	0.2	-1.7%	22.6%
COC(=O)c1cccc(C(=O)N2CCCC(Nc3ccc4c(c3)OCCO4)C2)c1 (centres undefined)	-20.1%	26.4%	-0.2%	-4.7%	2.9%	-1.0%	i	2.9	8.4%	5.8%
O=C(Cn1nnc2ccccc21)OCC(=O)c1ccc(F)cc1	-9.3%	-35.1%	-0.2%	5.3%	1.2%	0.0%	i	0.7	3.9%	5.9%
CCc1ccc(C(=O)NNC(=S)Nc2ccc(S(N)(=O)=O)cc2)s1	-17.8%	-9.8%	-0.2%	-2.1%	-4.5%	-0.9%	i	0.4	3.9%	23.4%
O=C(c1cc(N2CCOCC2)c(F)cc1[N+](=O)[O-])N1CCOCC1	-12.5%	-28.1%[20 µM]	-0.4%	-0.7%	-3.7%	-1.1%	i	0.5	7.3%	7.7%
Cc1cc(C(=O)COC(=O)c2ccc3c(c2)OCO3)c(C)n1CC1CCCO1 (centres undefined)	-33.9%	0.9%	0.2%	-9.8%	-4.9%	0.4%	i	0.1	10.1%	20.3%

Two successive records from above, for reference:
SMILES	NOD1 inhibition	KOR beta-arrestin-1	GPR55 beta-arrestin	GPR35 arrestin U2OS	KOR beta-arrestin-2	HIV peptide binding	Myeloid diff 2	Myeloid diff 2 GFP+ MAC1+ %	GPR55 LPI antagonism	HEK293 NOD2/NF-kB
O=C(Cn1nnc2ccccc21)OCC(=O)c1ccc(F)cc1	-9.3%	-35.1%	-0.2%	5.3%	1.2%	0.0%	i	0.7	3.9%	5.9%
CCc1ccc(C(=O)NNC(=S)Nc2ccc(S(N)(=O)=O)cc2)s1	-17.8%	-9.8%	-0.2%	-2.1%	-4.5%	-0.9%	i	0.4	3.9%	23.4%
